KCNK3 block: human KCNK3 channel inhibition, primary screen; CHO-KCNK3 thallium flux, FluxOR fluorescence; active compounds read low; 340,000 compounds, 0.84% hits; B-score at 10 µM; O14649;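 active means B-score under library mean minus 4 SD, starting fluorescence ratio at most library mean plus 5 SD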;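 further: more negative B-score means stronger inhibition of thallium flux through KCNK3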
hERG rescue: hERG (human) protection from proarrhythmic block; Q12809; CHO-hERG, FluxOR thallium flux, dofetilide IC70 present; activation (rescue from dofetilide block), less the hit threshold, % at 10 µM; 310,000 compounds, 0.51% hits;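 active means activation above the mean of controls blocked by dofetilide plus 5 SD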;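 further: thallium influx through hERG after potassium depolarization seen as dye fluorescence rise; in these data hits start at about 4.7%; inactives centre near -7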
Target sequence (Q12809 whole entry, looked up): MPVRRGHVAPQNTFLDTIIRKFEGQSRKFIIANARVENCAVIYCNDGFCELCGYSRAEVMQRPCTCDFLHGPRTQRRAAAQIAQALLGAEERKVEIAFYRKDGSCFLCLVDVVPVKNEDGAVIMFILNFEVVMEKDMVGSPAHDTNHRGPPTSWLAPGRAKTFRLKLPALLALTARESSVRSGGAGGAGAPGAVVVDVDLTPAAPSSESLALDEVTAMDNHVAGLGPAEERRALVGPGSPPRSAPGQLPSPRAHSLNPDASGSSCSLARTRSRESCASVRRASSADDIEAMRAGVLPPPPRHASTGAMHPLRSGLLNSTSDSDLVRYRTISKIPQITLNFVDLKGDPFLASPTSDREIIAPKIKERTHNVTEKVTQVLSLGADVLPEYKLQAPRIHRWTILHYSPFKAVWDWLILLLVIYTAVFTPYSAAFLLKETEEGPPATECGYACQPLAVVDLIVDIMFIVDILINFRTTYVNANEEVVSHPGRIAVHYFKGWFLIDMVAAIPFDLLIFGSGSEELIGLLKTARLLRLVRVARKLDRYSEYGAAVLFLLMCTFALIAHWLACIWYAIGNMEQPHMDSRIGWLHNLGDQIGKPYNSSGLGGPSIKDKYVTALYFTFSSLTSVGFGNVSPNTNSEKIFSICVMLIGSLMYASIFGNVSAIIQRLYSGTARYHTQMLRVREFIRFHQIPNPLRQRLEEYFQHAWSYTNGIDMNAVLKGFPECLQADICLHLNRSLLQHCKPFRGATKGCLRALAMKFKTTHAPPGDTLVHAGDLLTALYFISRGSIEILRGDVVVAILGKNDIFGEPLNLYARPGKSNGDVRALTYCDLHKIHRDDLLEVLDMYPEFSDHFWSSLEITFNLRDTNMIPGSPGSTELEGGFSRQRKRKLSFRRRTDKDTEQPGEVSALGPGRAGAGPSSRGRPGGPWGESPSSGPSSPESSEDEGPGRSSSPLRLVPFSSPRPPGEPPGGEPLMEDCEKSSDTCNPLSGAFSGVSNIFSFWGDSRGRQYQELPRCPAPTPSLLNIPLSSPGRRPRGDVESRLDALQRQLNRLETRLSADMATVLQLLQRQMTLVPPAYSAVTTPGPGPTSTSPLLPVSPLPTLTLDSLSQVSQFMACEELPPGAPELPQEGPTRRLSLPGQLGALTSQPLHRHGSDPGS
RGS4 inh: human RGS4 inhibition. B-score at 10 µM. 310,000 compounds, 0.45% hits. HEK293 M3R/RGS4 inducible, Fluo-4 calcium flux; active compounds read high; triggered by carbachol at its EC20. P49798;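 active means B-score, a plate-corrected calcium signal, over three deviations above library mean, with baseline fluorescence within five deviations of library mean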;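 further: RGS4 expression induced by doxycycline in cells with stable M3 receptor; B-score is computed from the integrated fluorescence ratio over baseline after carbachol; higher B-score means a larger calcium signal and so more RGS4 inhibition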
PolyA inhibitor: blocks polyadenylation in yeast reporter cells | 300,000 compounds, 0.02% hits | S. cerevisiae SKY197-pL101 polyadenylation reporter, beta-gal luminescence; efflux-impaired pdr1/pdr3 knockout yeast; score 100 = 6 SD above DMSO | calls only at 12 µM | AID 1875;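 active means lowest replicate activity score at least 50, where 100 means six control SD above control mean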;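 further: yeast exposed to compound for 9 h at 30 °C; higher score means more reporter readthrough which indicates perturbed polyadenylation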
GSK3beta inhib: blocks human GSK3beta kinase activity; AID 2097; P49841; 300,000 compounds, 0.038% hits; GST-GSK3beta kinase, ADP-Glo luminescence, 60 min; active compounds read low; activity score (negative = inhibition), % at 10 µM;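 active means more than half of replicate wells score below -50%, meaning over 50% inhibition versus plate controls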;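 further: 0% = median DMSO wells and -100% = median GW8510 positive control wells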
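Assay system: GST-tagged human GSK3beta kinase, cell-free; Input: 1.6 ng GSK3beta; Medium: Tris/MgCl2 kinase buffer; Timing: 60 min enzyme reaction, room temperature; Signal: ADP-Glo luminescence quantifying ADP generated by kinase; Evaluation: score relative to plate controls; Benchmarks: DMSO neutral wells and GW8510 at 20 µM as positive.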
KCNQ1 block: human KCNQ1 channel inhibition. P51787. CHO-K1 KCNQ1, FluxOR thallium flux fluorescence; active compounds read high. B-score at 10 µM. 310,000 compounds, 1.3% hits;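 active means compounds whose thallium flux B-score, printed positive for inhibition, exceeds three library SD while starting fluorescence stays within three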;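 further: channel opened by potassium depolarization with thallium stimulus after 20 min compound exposure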
KCNQ1 pot: potentiators or activators of human KCNQ1 potassium channel. B-score at 10 µM. CHO-K1 KCNQ1, thallium flux FluxOR fluorescence; active compounds read high. P51787. 310,000 compounds, 0.35% hits;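 active means fluorescence ratio B-score, a plate-corrected score, at least three library SD, with initial intensity B-score within 5 SD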
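assay system = KCNQ1-transfected CHO-K1 cells | medium = assay buffer with matched DMSO | probe or stimulus = depolarizing K+/Tl+ stimulus, K2SO4 and Tl2SO4 each 12.5 mM in 5x stock | dosing = single dose | incubation = dye 90 min, compound 20 min, room temperature | detection = kinetic FluxOR fluorescence, 10 s baseline plus 110 s post-stimulus | evaluation = ratio B score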
KCNK9 inh: blocks the human KCNK9 two-pore domain potassium channel. Q9NPC2. 310,000 compounds, 1.2% hits. HEK293 KCNK9, FluxOR thallium flux fluorescence; active compounds read low. B-score at 10 µM. AID 488922;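 active means ratio B-score over 3 SD below the library mean, with starting fluorescence within 5 SD of its mean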;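 further: negative B-score means less thallium flux so channel inhibition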
Dyrk1A ADPGlo: Dyrk1A (rat) kinase inhibition | 310,000 compounds, 0.43% hits | ADP-Glo luminescence, NFATc1 peptide | AID 504441 | Q63470 | inhibition, % at 12.5 µM; in the data active means inhibition above about 50%;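 further: plate controls were vehicle with enzyme for no effect and no enzyme for full effect; many of its hits are not listed in these tables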
GSK3 alpha inh: inhibitors of human GSK-3 alpha kinase. ADP-Glo luminescence, 60 min. inhibition, % at 10 µM. 320,000 compounds, 0.1% hits;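 in the data active means inhibition above about 50%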;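 further: GST-tagged GSK-3 alpha with peptide substrate and 25 µM ATP; 0% = DMSO neutral wells and 100% = GW8510 positive control wells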
RGS4 act: potentiators or activators of RGS4; HEK293 M3R/inducible RGS4, carbachol calcium flux Fluo4; active compounds read low; B-score at 10 µM; 310,000 compounds, 0.92% hits; AID 463111;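 active means B-score of the integrated calcium signal more than 4 SD below the library mean, with starting fluorescence not abnormally high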;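 further: negative B-score means reduced calcium response which marks RGS4 activation or potentiation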
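System – HEK293 FlpIn-TREx cells, stable M3R, doxycycline-inducible RGS4 · Reagent – ECmax carbachol challenge · Times – compound preincubation 20 min at room temperature before agonist · Technique – Fluo4 fluorescence kinetic imaging of calcium · Measure – B score of integrated Fluo4 ratio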
An asterisk follows results filed as active; i = inactive; x = not tested or not shown.

mol,hERG rescue,KCNQ1 block,GSK3 alpha inh,GSK3beta inhib,KCNQ1 pot,RGS4 inh,KCNK3 block,KCNK9 inh,PolyA inhibitor,Dyrk1A ADPGlo,RGS4 act
CCN(CC)S(=O)(=O)c1ccc(NC(=O)Cc2cccs2)cc1,-12,i,1,2,i,i,i,i,i,10,i
CC(C)NC(=S)N1CCN(C(c2ccccc2)c2ccccc2)CC1,-8,i,x,-1,i,i,i,i,i,-2,i
Cc1nc(-c2ccccc2)nc2sc(C(=O)c3ccc(F)cc3)c(N)c12,-2,i,-1,-2,i,i,i,i,i,x,i
CCN1C(=O)[C@@H]2[C@@H](c3ccc(-c4cccc(Cl)c4)cc3)N3CCC[C@@]3(C(=O)OC)[C@@H]2C1=O,-7,i,0,-1,i,i,i,i,i,3,i
CCOC(=O)c1c(-c2ccccc2)csc1NC(=O)CSc1nc(N)cc(N)n1,-12,i,-1,2,i,5.5*,i,i,i,-3,i
CCN(CC)CCNC(=S)Nc1ccc(F)cc1,-5,i,0,-1,i,i,i,i,i,-4,i
CCc1ccc(NC(=O)C2CCCN(S(=O)(=O)c3cccnc3)C2)cc1 (stereo not drawn),-8,i,-2,1,i,i,i,i,i,-3,i
CCC1COCCS(=O)(=O)N1Cc1ccc(Cl)cc1 (stereo not drawn),-4,i,0,0,i,i,i,i,i,-6,i
CCCn1c(NCc2ccco2)nc2ccccc21,-11,i,0,-1,i,i,i,i,i,0,i
Cc1ccc(NC2CCCN(C(=O)c3ccc4nccnc4c3)C2)cc1C (stereo not drawn),-11,i,-3,3,i,i,i,i,i,-2,i
COc1ccc(Cl)cc1NC(=S)N1CC(C)OC(C)C1 (stereo not drawn),-6,i,0,3,i,i,i,i,i,-4,i
S=C(CN1CCCC1=S)N1CCOCC1,-13,i,3,0,i,i,i,i,i,5,i
O=C(COC(=O)CNC(=O)c1cccc([N+](=O)[O-])c1)Nc1nc2ccccc2s1,-4,i,-2,-1,i,i,i,i,i,-1,i
COc1ccc(C(=O)CSc2nnc(C(CO)NC(=O)c3ccc(OC)cc3)n2C)cc1 (stereo not drawn),-3,i,0,-1,i,i,i,i,i,2,i
CC1(C)Cc2ccccc2C(N/N=C/c2cccc(F)c2)=N1,-12,i,3,0,i,i,i,i,i,1,i
CCCn1c(=O)c(C(=O)NNS(=O)(=O)c2ccc(C)cc2)c(O)c2ccccc21,-25,i,0,5,i,i,i,i,i,-7,i
C=CCn1c(-c2csc3ccccc23)n[nH]c1=S,-5,i,-2,2,i,i,i,i,i,8,i
O=C(NCc1ccc(F)cc1)c1c2c(nc3ccccc13)CCN(Cc1ccccc1)C2,-9,i,-3,-1,i,i,i,i,i,5,i
O=C(CCc1ccccc1)Nc1nncs1,-9,i,-2,1,i,i,i,i,i,11,i
CN(C)S(=O)(=O)c1ccc(C(=O)NCC(C)(C)N2CCOCC2)cc1,-10,i,-1,0,i,i,i,i,i,-6,i
Cc1cccc(Cl)c1OCCCN1CCOCC1,-8,i,1,-1,i,i,i,i,i,-3,i
CCc1ccccc1NC(=O)CSc1nc2n[nH]c(C)c2c(=N)n1-c1cccc(OC)c1,-21,i,1,1,i,i,i,i,i,13,i
Cc1cccc(NC(=S)NCc2ccc3[nH]c4c(c3c2)CCCC4)c1,-11,6*,-2,0,i,i,i,i,i,2,i
O=C(Nc1nccs1)[C@@H]1CCCN1C(=O)c1cccs1,-9,i,-4,-2,i,i,i,i,i,-3,i
COc1ccc(OCC(=O)NNC(=O)c2cccc(C)c2)cc1,-6,i,-1,1,i,i,i,i,i,-2,i
O=[N+]([O-])c1ccc2c(c1)C(N1CCOCC1)/C(=C/COc1ccc(F)cc1)O2 (stereo not drawn),-4,i,-13,2,i,i,i,i,i,1,i
Cc1ccc(C(=O)c2c3ccc([N+](=O)[O-])cc3[n+]([O-])n2CCCN)cc1,-7,i,0,3,i,i,i,i,i,-3,i
O=C(NC(=S)N1CCN(c2ccc(Cl)cc2[N+](=O)[O-])CC1)c1ccco1,-3,i,-2,2,i,i,i,i,i,-1,i
O=C1c2ccccc2-c2nc3ccccc3nc21,-16,i,-1,2,i,i,i,i,i,11,i
COC(=O)CSc1nnc(COc2ccc3ccccc3c2)o1,-1,i,0,3,i,i,i,i,i,x,i
C=CCOc1cccc(C(=O)N(C)C2CCCN(Cc3ccccc3F)C2)c1 (stereo not drawn),0,i,-1,-1,i,i,i,i,i,x,i
COc1ccc(OC)c(N(C(=O)c2ccco2)C(C(=O)NC2CCCC2)c2ccc(N3CCOCC3)cc2)c1 (stereo not drawn),-7,i,-1,0,i,i,i,i,i,-6,i
Cc1c(C(=O)C(=O)NCCCn2ccnc2)c2ccccc2n1C,-14,i,-3,1,i,i,i,i,i,x,i
CN(CC(=O)Nc1ccc(Cl)c(Cl)c1)C(=O)CN1C(=O)NC2(CCCC2)C1=O,-10,i,1,1,i,i,i,i,i,21,i
O=C(NCc1ccc(CNC(=O)c2ccco2)cc1)c1ccco1,-8,i,-2,1,i,i,i,i,i,-3,i
COc1ccc(/C=C(/C#N)C(=O)Nc2cccnc2)cc1OC,-6,i,-1,5,i,i,i,i,i,2,i
CC(=O)Nc1ccc(NC(=O)CSc2nnc(COc3ccccc3C)n2CC2CCCO2)cc1 (stereo not drawn),-9,i,-1,0,i,i,i,i,i,2,i
COc1ccccc1C(=O)Nc1ccnn1C1CCN(Cc2ccn[nH]2)CC1,-13,i,-2,4,i,i,i,i,i,2,i
O=C(Nn1c(-c2ccc(Br)cc2)nc2ccccc2c1=O)c1ccncc1,-10,i,-1,1,i,i,i,i,i,1,i
O=C(Nc1c2c(nn1-c1cccc(Cl)c1)CS(=O)(=O)C2)c1ccc2c(c1)OCO2,-8,i,0,1,i,i,i,i,i,-1,i
Cc1nn(-c2ccc([N+](=O)[O-])cc2)c2c1C(c1ccc(OC(F)F)cc1)N1C(=N2)C(=O)Nc2ccccc21 (stereo not drawn),-15,i,1,5,i,i,i,i,i,x,i
O=C(Nc1ccc2c(c1)OCCO2)c1cc2sccc2n1Cc1ccc(F)cc1,-10,i,2,-1,i,i,-11*,-12*,i,-2,i
O=C(CSc1nnc(NC(=O)c2ccc(S(=O)(=O)N3CCOCC3)cc2)s1)Nc1ccccc1C(F)(F)F,2,i,-2,3,i,i,i,i,i,-15,i
CC(C)NC(=O)N1CCCN(c2nc3ccc(Cl)cc3s2)CC1,-3,i,-2,-2,i,i,i,i,i,3,i
CCn1c(COc2ccccc2C)nc2ccccc21,-6,i,0,0,i,i,i,i,i,1,i
COc1cccc2cc(C(=O)Nc3cc(Cl)ccc3N3CCOCC3)c(=O)oc12,-1,i,8,-2,i,i,i,i,i,3,i
O=C(c1ccccc1-n1cccn1)N1CCc2c([nH]c3ccccc23)C1c1ccccn1 (stereo not drawn),-9,i,0,-3,i,i,i,i,i,4,i
Cc1nn(-c2ccccc2)c(N2CCCC2)c1/C=N/NC(=S)Nc1ccccc1C(F)(F)F,-3,i,-1,2,i,i,i,-9.1*,i,3,i
COc1ccc(C(=O)N2CCSCC2)cc1OC1CCN(C(C)=O)CC1,-13,i,-5,1,i,i,i,i,i,3,i
C=CCOc1cccc(CNCc2cccnc2)c1,-6,i,8,-1,i,i,i,i,i,6,i
Cc1cc(Cl)ccc1OCCCC(=O)NCc1ccccn1,-9,i,3,1,i,i,i,i,i,2,i
S=C(c1ccc(-c2ccc(Cl)cc2Cl)o1)N1CCCC1,-4,i,-1,-3,i,i,i,i,i,x,i
Cc1ccc(CN2CCN(Cc3ccc4cccc(F)c4n3)CC2CCO)cc1 (stereo not drawn),-11,i,-6,0,i,i,i,i,i,-1,i
O=C(Cn1cnnn1)NC1CCCN(Cc2ccccc2F)C1 (stereo not drawn),-3,i,-2,-1,i,i,i,i,i,1,i
COc1ccc(CCNC(=O)COC(=O)Cn2cnc3ccccc32)cc1OC,-8,i,-1,2,i,i,i,i,i,x,i
CCC(C)[C@H](NC(=O)N1c2ccccc2NC(=O)[C@@H]1C(C)C)C(=O)N[C@@H](Cc1ccccc1)C(=O)O (stereo partly drawn),-4,i,-2,2,i,i,i,i,i,4,i

Next section
mol,hERG rescue,KCNQ1 block,GSK3 alpha inh,GSK3beta inhib,KCNQ1 pot,RGS4 inh,KCNK3 block,KCNK9 inh,PolyA inhibitor,Dyrk1A ADPGlo,RGS4 act
CCOc1cc(NC(=S)NCCc2ccccc2)c(OCC)cc1NC(C)=O,-1,i,-1,1,i,i,i,i,i,1,i
O=[N+]([O-])c1cc(S(=O)(=O)N2CCCC2)ccc1N/N=C/c1cccnc1,2,i,-1,0,i,i,i,i,i,-4,i
COc1cccc(CN2CCN(C3CCN(c4ccccc4F)CC3)CC2CCO)c1 (stereo not drawn),-6,i,-3,-22,i,i,i,i,i,3,i
CCCN(CC1CC1)C(=O)CSc1nnc(-c2cc(-c3cccs3)nc3ccccc23)o1,-24,i,-4,1,i,i,i,i,i,-7,i
COC(=O)c1c(C(=O)OC)c(-c2cccc(F)c2)n2c1CS(=O)(=O)C2,-4,i,-1,2,i,i,i,i,i,4,i
COc1ccc(C2(NC(C)=O)CCN(Cc3cccnc3)CC2)cc1,-5,i,0,-24,i,i,i,i,x,0,i
COC(=O)c1ccccc1NC(=O)C1CCC(=O)N1S(=O)(=O)c1ccc(C)cc1 (stereo not drawn),-14,i,0,1,i,i,i,i,i,16,i
COc1ccc(S(=O)(=O)NCc2ccc(C(=O)N3CCN(Cc4ccccc4)CC3)cc2)cc1,-7,i,-2,-2,i,i,i,i,i,0,i
COc1ccccc1C(=O)NC(=O)CSc1nnc(SC)s1,-16,i,0,9,i,i,i,i,i,-9,i
O=C(CSc1ccccc1)N1CCN(c2ccc(F)cc2)CC1,-8,i,2,4,i,i,i,i,i,-3,i

Bioassay records deposited in PubChem BioAssay by several laboratories.

Not all compounds are listed; count on the stated rates, not on these rows.
